Ecoli viability: bacterial growth inhibition, counter-screen for AddAB inhibitors | E. coli V3065 growth, OD600 absorbance, 18 h | inhibition, % at 11.9 µM | actives 0.27% (n = 330,000);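 active = inhibition above the campaign's mean inhibition across all tested compounds plus 3 SD, cut at about 9.9% in these data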;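 note: uninfected addAB+ strain grown without phage in ampicillin broth; 0% = DMSO wells and 100% = ciprofloxacin 0.95 µg/ml wells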
PKA-R1A act: activates the PKA-R1A holoenzyme complex; P00514+P68181; PKA-R1A dissociation, Cy5-IP20 fluorescence polarization; scaled: DMSO 0%, 113 µM cGMP 100%; activation, % at 11.4 µM; actives 0.083% (n = 340,000);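 active = percent activation above the mean of all tested compounds plus 3 SD, cut at about 19% in these data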;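 note: higher means more PKAc released from R1A so a rise in polarization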
Tat export inh: E. coli Tat transport inhibition; inhibition, % at 10 µM; actives 0.036% (n = 340,000); E. coli MC4100 TorA-mCherry Tat export, fluorescence;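 active = mean replicate inhibition at least 50% and at least half of replicates individually reaching 50%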;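 note: exported cargo escapes ClpAP degradation while cytoplasmic cargo is degraded and loses fluorescence; 0% = median of neutral control wells and 100% = median of NaSCN control wells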
DSG3 Ab inh: inhibitors of pemphigus antibody binding to human desmoglein-3 | actives 0.48% (n = 310,000) | AID 588358 | P32926 | DSG3-coupled beads, scFv-anti-DSG3-GFP binding, flow cytometry; stronger effect = lower value | binding (percent of control), % at 10 µM;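 active = binding more than 3 SD below its plate's average and above zero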;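 note: hits lower antibody fragment binding to DSG3; some compounds called inactive have numbers as strong as hits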
Target sequence (P32926 whole entry, looked up, the tested form may be a part): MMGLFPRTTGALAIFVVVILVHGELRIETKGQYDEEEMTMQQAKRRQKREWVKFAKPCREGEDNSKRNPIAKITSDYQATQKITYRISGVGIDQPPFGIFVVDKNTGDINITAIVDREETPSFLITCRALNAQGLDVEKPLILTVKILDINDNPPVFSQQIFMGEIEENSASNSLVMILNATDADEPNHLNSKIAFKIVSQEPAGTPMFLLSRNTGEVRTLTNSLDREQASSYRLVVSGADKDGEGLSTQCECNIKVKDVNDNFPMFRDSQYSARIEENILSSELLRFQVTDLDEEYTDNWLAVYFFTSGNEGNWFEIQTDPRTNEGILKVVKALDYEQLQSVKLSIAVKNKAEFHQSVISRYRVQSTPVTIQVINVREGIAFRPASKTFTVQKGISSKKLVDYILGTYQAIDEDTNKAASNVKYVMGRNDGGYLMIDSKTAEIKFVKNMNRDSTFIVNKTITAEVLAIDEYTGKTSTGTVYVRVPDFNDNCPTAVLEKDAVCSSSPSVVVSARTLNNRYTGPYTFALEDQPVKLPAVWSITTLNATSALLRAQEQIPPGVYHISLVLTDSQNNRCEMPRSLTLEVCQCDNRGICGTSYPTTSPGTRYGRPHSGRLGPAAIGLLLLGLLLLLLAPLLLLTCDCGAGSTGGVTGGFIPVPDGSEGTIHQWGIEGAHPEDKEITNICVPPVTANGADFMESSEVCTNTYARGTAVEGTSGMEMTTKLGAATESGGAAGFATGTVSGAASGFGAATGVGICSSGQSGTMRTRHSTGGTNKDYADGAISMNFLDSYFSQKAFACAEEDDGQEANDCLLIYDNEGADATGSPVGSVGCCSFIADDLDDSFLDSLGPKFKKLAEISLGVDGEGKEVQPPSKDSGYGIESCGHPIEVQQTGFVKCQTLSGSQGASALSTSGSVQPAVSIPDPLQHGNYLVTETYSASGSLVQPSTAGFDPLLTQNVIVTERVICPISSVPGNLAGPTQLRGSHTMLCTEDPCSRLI
phage Ecoli inh: E. coli growth loss with phage present | growth absorbance | inhibition, % at 11.9 µM | actives 0.26% (n = 360,000) | AID 651602; in the data active = inhibition above about 11%
OPRM1-OPRD1 ag: OPRM1-OPRD1 heterodimerization agonism; cells, luminescence; activation, % at 9.3 µM; actives 0.3% (n = 340,000); in the data active = activation above about 18%;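 note: 0% = vehicle-treated cells and 100% = reference agonist; values of inactives mirror those of a sister screen read the other way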
MOR-DOR inv ag: inverse agonists of human mu-delta opioid receptor heterodimerization. P35372+P41143. cell-based MOR-DOR heterodimer luminescence, inverse agonism. inhibition, % at 9.3 µM. actives 0.21% (n = 340,000). AID 504357; in the data active = inhibition above about 22%, passing the limit was not always enough;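 note: 0% = cells with DMSO and 100% = wells without cells with DMSO; values of inactives mirror those of a sister screen read the other way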
AddAB inh: less growth of phage-infected E. coli with AddAB; E. coli expressing H. pylori AddAB, absorbance growth; inhibition, % at 11.9 µM; actives 0.29% (n = 330,000); in the data active = inhibition above about 12%;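 note: 0% = vehicle wells of infected cells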
Mot1-301 SUMO: SUMOylation pathway inhibition by Mot1-301 growth rescue; S. cerevisiae Mot1-301 growth rescue, ATP luminescence, 38.5C; percent above DMSO median, 100 means doubled; growth rescue, % at 18.8 µM; actives 1% (n = 320,000); AID 2716;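 active = every valid replicate shows activation above 250% relative to neutral control wells; inactive = the rest, any valid replicate at or below 250%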;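 note: OY570 slx delta 5 strain wells were the positive control but not used for scaling; some compounds called inactive have numbers as strong as hits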
PfHsp90 set2: inhibits growth of yeast expressing Plasmodium falciparum Hsp90 | actives 0.32% (n = 310,000) | S. cerevisiae expressing PfHsp90, BacTiter-Glo ATP, 48 h; yeast lacking PDR1 and PDR3 efflux regulators | AID 504621 | inhibition, % at 9.4 µM;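 active = every replicate shows inhibition above about 80%, whatever the replicate mean, limit read from the data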;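 note: 0% = DMSO neutral controls and 100% = 20 µM radicicol positive controls; yeast relying on Plasmodium falciparum Hsp90 in place of its own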
Arr AP2 block: inhibitors of human beta-arrestin and AP2 interaction; FITC-arrestin peptide / GST-AP2 beads, flow cytometry; AP2 beta2 appendage carries R879A mutation; actives 0.31% (n = 340,000); inhibition, % at 10 µM; AID 504490;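 active = inhibition above a set limit, near 3 SD of compounds lacking own fluorescence, cut at about 54% in these data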;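 note: plate controls were DMSO wells for no effect and 5 µM unlabelled arrestin peptide for full effect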
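Measured by: flow cytometry, FL1 (488/535 nm); Material: AP2 appendage R879A on GSH beads; Evaluation: percent response; Timing: pre-incubation 12 min, peptide binding 1 h, room temperature; Also added: 50 nM FITC-arrestin peptide; Medium: PBS with 0.05% Tween 20 and 0.1% BSA.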
The depositor's hits bear a star; nt = no result given.

SMILES	Ecoli viability	PKA-R1A act	Tat export inh	DSG3 Ab inh	phage Ecoli inh	OPRM1-OPRD1 ag	MOR-DOR inv ag	AddAB inh	Mot1-301 SUMO	PfHsp90 set2	Arr AP2 block
Cc1cccc(CCN(CC(=O)NC2CCCCC2)C(=O)c2csnn2)c1	1.8	1	-12	103	6.3	-0.1	1	4.5	181	-13	-10
Cc1nn2c(nc(N3CCOCC3)c3ccccc32)c1C=C(C#N)C#N	-1.2	-11	-3	86	2.5	-3.1	16	0.7	-20	-8	6
CCn1c2ccccc2c2cc(NC(=O)c3ccccc3[N+](=O)[O-])ccc21	1.8	0	2	97	3.2	-0.6	4	2.6	12	0	1
N#Cc1ccccc1NC(=O)COc1ccccc1C(=O)Nc1ccccc1	-1.9	12	5	nt	1.1	-2.3	9	0.8	4	-35	19
O=C(CCC(NC(=O)OCc1ccccc1)C(=O)OCc1ccccc1)NCC(=O)OCc1ccccc1 (stereo unspecified)	-2.5	-13	9	87	4.0	0.4	-2	4.8	-4	4	2
Cc1ccc(Cn2c(-n3nc(C)cc3C)nc3c2c(=O)[nH]c(=O)n3C)cc1	-0.8	3	0	100	2.4	0.5	-3	1.3	-27	nt	-4
O=C(NC1CCCCC1)c1cc(-c2ccc(F)cc2)on1	1.9	-3	4	105	0.3	-2.9	15	6.0	-21	4	18
CCOC(=O)C1CCCN(S(=O)(=O)c2ccc3c(c2)C(C)(C)C(=O)N3C)C1 (stereo unspecified)	-0.1	-3	3	100	4.5	-1.7	10	-0.1	229	-4	-1
CSCC[C@H](NC(=O)OC(C)(C)C)C(=O)N1CCC(C(=O)N[C@@H](C)C(=O)NCc2ccc(F)cc2)CC1	-0.8	-6	-3	nt	1.5	0.1	0	2.0	-7	2	1
CCOc1ccccc1NS(=O)(=O)N(C)C	0.3	1	1	96	1.0	-1.6	8	2.9	-11	-3	17
CCN1C(=O)CC(C(=O)NC)SC1=Nc1cc(Cl)c(O)c(Cl)c1 (stereo unspecified)	-1.0	-9	-9	98	0.3	0.1	-1	1.8	51	11	9
Nc1ccc2nc(Cc3ccccc3)[nH]c2c1	3.3	-9	-5	92	2.2	-1.4	7	0.4	-23	5	-10
O=C(Nc1ccccc1OC(F)F)C1CCCN1C(=O)c1cccs1 (stereo unspecified)	-0.9	-8	-2	100	0.1	-0.7	4	2.2	-19	10	6
NC(=O)COC(=O)c1oc2ccccc2c1CSc1ccc(Cl)cc1	0.3	2	-1	93	-2.0	6.4	-32	-1.1	-1	-3	26
CCCOc1ccc(N2C(=O)C3ON(c4ccccc4)C(CCC)C3C2=O)cc1 (stereo unspecified)	-3.4	5	-7	102	3.5	2.7	-16	2.5	14	nt	23
O=C(CNC(=O)c1ccccc1)OC(C(=O)Nc1cc(C(F)(F)F)ccc1Cl)c1ccccc1 (stereo unspecified)	-0.8	0	-5	106	5.1	5.3	-31	-1.0	356	14	11
Nc1ccc2c(c1)nnn2-c1ccccc1	2.3	3	0	86	1.3	-0.6	3	0.8	27	0	0
CCCn1c(C)cc(=O)c2cc(NC(=O)c3ccccn3)ccc21	0.1	-8	-1	95	3.3	-0.7	3	1.3	8	3	-4
COc1cc(OC)cc(-c2oc(=O)c3cc(OC)c(OC)cc3c2C#CCCCO)c1	-1.4	-12	0	104	1.0	-0.9	5	-1.6	-7	-13	29
CCN(CC)c1nc(C#N)cc(-c2ccc(OC)cc2)n1	-0.4	-4	9	94	1.9	2.4	-12	2.1	4	-16	-8
Cc1ccn2c(NC3CCCCC3)c(C)nc2c1	2.9	12	-2	nt	0.9	0.3	-1	2.2	-8	nt	3
CCn1c(=O)c(C(=O)NNS(=O)(=O)c2ccc(Cl)cc2)c(O)c2ccccc21	1.4	-2	-6	119	4.7	3.5	-19	0.5	15	14	-2
COc1cc(/C=N/Nc2nc3ccccc3[nH]c2=O)ccc1O	0.3	-13	-6	84	2.3	-2.3	15	1.6	4	-8	31
O=C(CNC(=O)c1ccc(Br)o1)Nc1ncccc1O	-2.1	2	5	100	0.9	-0.5	3	0.0	-28	24	24
Cc1cccc(N2CCc3c2nc2ccc(Br)cc2c3N)c1	1.1	-1	-1	100	2.3	0.0	0	0.0	48	3	5
Cc1cc(Nc2ccc3ccccc3c2)n2ncnc2n1	-2.8	-6	6	95	1.2	-1.5	9	0.8	53	16	-1
O=C(CC1C(=O)NCCN1C(=O)Nc1ccccc1)Nc1cc(Cl)ccc1Cl (stereo unspecified)	0.3	-9	0	102	0.8	-1.3	7	1.0	-27	-14	1
O=C(NCCC(=O)N(CCc1ccccc1)Cc1ccccc1)c1ccc([N+](=O)[O-])cc1	-1.2	-3	-2	105	2.1	0.5	-3	-0.7	-16	nt	-1
O=C(Nc1cccc2c1C(=O)NC2=O)c1ccc(S(=O)(=O)N2CCCC2)cc1	0.7	-9	5	109	1.9	-3.5	18	2.1	-1	-11	-6
Cc1cc(=O)[nH]c(N/N=C/c2cccs2)n1	1.6	-12	5	129	2.1	-4.0	21	-1.3	5	0	-2
C=CCn1c(SCC(=O)Nc2sccc2C#N)nc2sc(C)c(C)c2c1=O	-0.6	-10	1	78	-0.6	2.4	-13	2.4	-21	2	4
CCOC(=O)Cn1c2ccccc2n2nc(CCC(=O)O)c(=O)nc12	-1.1	-2	10	106	3.1	0.0	0	0.3	-5	31	-10
COc1ccc(-c2c(C#N)c(C)nc3c2C(=O)c2ccccc2-3)cc1	-3.3	-4	-2	108	-1.8	-2.1	11	3.0	10	-13	1
Cc1ccc2oc(=O)n(CCC(=O)Nc3ccc(N4CCOCC4)cc3)c2c1	0.4	2	-6	109	0.6	-5.2	26	-0.1	-17	7	21
O=C(Nc1ccc2c(c1)OCO2)C1CCCN1C(=O)Nc1ccccc1 (stereo unspecified)	-0.8	3	3	97	0.3	0.4	-3	2.1	125	-6	-5
CCN(CC)C(=O)Cn1cnc2c1c(=O)n(C)c(=O)n2C	-0.9	4	-4	nt	0.5	nt	nt	4.1	1	3	21
Cc1ccc(C)c(NC(=O)NNC(=O)CCc2ccccc2)c1	0.5	11	4	101	3.9	-2.9	16	1.4	-15	-3	23
O=c1[nH]c(SCc2ccccc2Cl)nc2c1CCCC2	-3.8	2	-1	101	1.8	3.5	-19	-2.8	-1	-4	-2
O=c1ccn(-c2cccc(C(F)(F)F)c2)nc1-c1ccn(-c2ccccc2F)n1	-1.6	-21	7	103	0.9	-2.7	15	4.8	-5	22	-5
COc1ccc(C(=O)N/N=C/c2cc3ccccc3[nH]c2=S)cc1	0.5	-2	2	103	0.3	-1.4	7	2.1	7	-33	5
Cc1ccc(S(=O)(=O)N2CCOCC2)cc1NC(=O)CNCc1cccnc1	0.3	-3	20	102	-4.6	-0.2	1	-0.5	117	-7	-6
CCC(C)NC(=O)c1ccccc1NC(=O)c1ccc(CSc2ccc(C)cc2)cc1 (stereo unspecified)	0.6	-11	3	100	nt	-0.4	2	-0.2	14	-1	33
C/C(=N/NC(=O)C1CCCCC1)c1ccc([N+](=O)[O-])cc1	-0.9	8	6	95	2.8	-1.5	8	3.2	-14	-10	nt
O=C(NCc1ccccc1Cl)C1CCCO1 (stereo unspecified)	2.6	-3	-1	95	5.0	-2.6	13	2.4	-1	1	5
CCOC(=O)c1sc2ncn(C(C)C(=O)OC)c(=O)c2c1C (stereo unspecified)	1.2	-3	5	97	2.3	-2.8	17	3.4	79	-20	-7
CCCCNC(=O)Nc1ccc2c(c1)N(C)C(=O)c1ccccc1S2	-0.5	13	11	nt	0.8	-1.7	8	2.9	59	-38	-18
CCCCCn1c(=O)[nH]c2cc(C(=O)NCCCN3CCCCC3C)ccc2c1=O (stereo unspecified)	-0.3	3	-8	97	2.5	-2.9	18	1.9	9	1	1
CC1CCCCN1C(=O)CSc1nnc(CSc2ncccn2)n1C (stereo unspecified)	-1.4	-10	0	nt	3.3	-2.4	14	5.0	-10	nt	19
O=C(Cn1c(=O)oc2cc(S(=O)(=O)NCc3ccccc3)ccc21)N1CCCC1	-0.2	5	-1	102	1.0	-1.8	10	1.4	-2	-6	1
C=C1C2(C(=O)Nc3nccs3)CCC(C2)C1(C)C (stereo unspecified)	-2.6	4	-4	99	0.2	-2.6	14	-3.5	35	5	23
O=C(CSc1nc(O)cc(=O)n1-c1ccccc1)Nc1ccc(Br)cn1	-2.8	-4	-8	114	-2.0	-0.7	4	-2.2	37	nt	35
CCSc1nc2sc3c(c2c(=O)n1-c1ccccc1C)CCN(C)C3	1.2	1	-8	nt	3.0	-4.7	21	0.0	-1	4	0
CCCOC(=O)c1c(NC(=O)c2cnn3c2NC(c2ccccc2)CC3C(F)(F)F)sc2c1CCCC2 (stereo unspecified)	0.5	3	-6	110	3.5	-1.6	8	1.9	4	0	-3

Compound profiles, as listed above. Values in the order: Ecoli viability, PKA-R1A act, Tat export inh, DSG3 Ab inh, phage Ecoli inh, OPRM1-OPRD1 ag, MOR-DOR inv ag, AddAB inh, Mot1-301 SUMO, PfHsp90 set2, Arr AP2 block
`CCC(C)NC(=O)c1ccccc1NC(=O)c1ccc(CSc2ccc(C)cc2)cc1` (stereo unspecified) across the screens: 0.6, -11, 3, 100, nt, -0.4, 2, -0.2, 14, -1, 33
`Cc1ccc(S(=O)(=O)N2CCOCC2)cc1NC(=O)CNCc1cccnc1` across the screens: 0.3, -3, 20, 102, -4.6, -0.2, 1, -0.5, 117, -7, -6

Structural class: the compounds so far containing an aryl methoxy group
SMILES	Ecoli viability	PKA-R1A act	Tat export inh	DSG3 Ab inh	phage Ecoli inh	OPRM1-OPRD1 ag	MOR-DOR inv ag	AddAB inh	Mot1-301 SUMO	PfHsp90 set2	Arr AP2 block
COc1cc(OC)cc(-c2oc(=O)c3cc(OC)c(OC)cc3c2C#CCCCO)c1	-1.4	-12	0	104	1.0	-0.9	5	-1.6	-7	-13	29
CCN(CC)c1nc(C#N)cc(-c2ccc(OC)cc2)n1	-0.4	-4	9	94	1.9	2.4	-12	2.1	4	-16	-8
COc1cc(/C=N/Nc2nc3ccccc3[nH]c2=O)ccc1O	0.3	-13	-6	84	2.3	-2.3	15	1.6	4	-8	31
COc1ccc(-c2c(C#N)c(C)nc3c2C(=O)c2ccccc2-3)cc1	-3.3	-4	-2	108	-1.8	-2.1	11	3.0	10	-13	1
COc1ccc(C(=O)N/N=C/c2cc3ccccc3[nH]c2=S)cc1	0.5	-2	2	103	0.3	-1.4	7	2.1	7	-33	5

High-throughput results (PubChem BioAssay)
